# Compound activity: PubChem BioAssay, NCI
# Growth percent in the NCI-60 one-dose screen (48 h, 10 µM unless noted): 100 = growth as untreated, 0 = no growth, -100 = all killed.
# CAKI-1: CAKI-1 renal cancer; 75,000 tested, 4.7% active; AID 1794772
# TK-10: TK-10 renal cancer cells; 81,000 tested, 3.9% active; AID 1794769
# SN12C: SN12C renal cancer cells; 81,000 tested, 3.8% active; AID 1794767
# SF-295: SF-295 CNS cancer cells; 79,000 tested, 5.6% active
# UO-31: UO-31 renal cancer | 81,000 tested, 5.2% active | AID 1794768
# SF-268: SF-268 CNS cancer cells; AID 1794759; 82,000 tested, 3.1% active
# 786-0: 786-0 renal cancer cells | 81,000 tested, 5.1% active | AID 1794775
# U251: U251 CNS tumor cells | 80,000 tested, 5.4% active | AID 1794753
# Starred values were filed as active, the others as inactive; . = not tested or not shown; & = joins results of further samples; ! = repeats disagree; [ ] = dose if it differs, or a comment. Rule for the calls: active = growth percent below 10; inactive = the rest.
SMILES,CAKI-1,TK-10,SN12C,SF-295,UO-31,SF-268,786-0,U251
CCOC(=O)c1cc2c(n1C)-c1oncc1CCC2,96,174,96,108,83,105,107,94
COc1ccc(C2C3=C(NC(C)(C)NC3Nc3cccnc3)OC2C(=O)c2ccc(N=[N+]=[N-])cc2)cc1 (stereo not given),98,98,100,104,78,100,106,102
CCOC(=O)/C(C#N)=C/c1ccc([N+](=O)[O-])cc1,97,.,95,102,91,103,106,98
CSC(=Nc1ccc([N+](=O)[O-])cc1C#N)NC(=O)c1ccccc1,96,118,101,92,91,96,99,98
CCOC(=O)c1cc(-c2ccc(OC)cc2)[nH]c1NNC(C)=O,99,101,109,104,97,138,86,99
CC(=O)NC1CCCCC1,114,110,105,113,96,98,109,109
C=C(C)CC1CC(=O)OC1=O (stereo not given),99,83,108,100,91,102,103,91
O=C(COc1ccc(NC(=O)Nc2ccc(Cl)cc2)cc1)N/N=C/c1ccccc1O,90,95,94,97,89,125,101,96
CCCC1SCC(C)(C)NC1=O (stereo not given),89,114,106,109,89,97,102,105
Oc1ccc2c(O)cccc2c1,117,111,101,108,.,107,110,105
Nc1nnc(CSCc2ccc([N+](=O)[O-])cc2)s1,89,96,96,96,79,95,96,91
CCOC(=O)CCC(NC(=O)c1ccc([N+](=O)[O-])cc1)C(=O)OCC (stereo not given),100,109,97,104,88,114,108,105
CN1CCCN(Cc2ccc(C(=O)Nc3cccc(Nc4ccc5cc(O)ccc5n4)c3)cc2C(F)(F)F)CC1,75,134,87,-68*,92,62,8.4*,34
O=[N+]([O-])c1ccccc1/C=C/C=N/N=C/c1ccccc1O,90,120,86,100,58,98,99,98
COc1ccc(/C=N/C2=C(C#N)C(c3ccccc3)c3c(ccc4ccccc34)O2)cc1 (stereo not given),14,64,48,11,37,51,29,24
COc1cc(C(=O)n2cc(-c3ccccc3)c(N)n2)cc(OC)c1OC,74,106,98,84,91,102,84,87
CCN(CC)CCOc1ccc(/C=C(\C)C(C)=O)cc1,.,106,101,94,96,103,94,101
N#Cc1ccc(OC(=O)Nc2cc(Cl)cc(Cl)c2)cc1,-28*[100 µM],-4.0*[100 µM],-14*[100 µM],-23*[100 µM],5.4*[100 µM],12[100 µM],9.3*[100 µM],4.7*[100 µM]
COc1ccccc1N1CCN(C(=O)CCCl)CC1,98,96,108,97,94,102,97,.
COC1=C(N=[N+]=[N-])C(=O)C(OC)=C(N=[N+]=[N-])C1=O,91,137,101,90,93,117,101,.
CC1CN(CCO)CC(C)O1 (stereo not given),93,106,94,104,91,100,104,102
CCC(C)[C@H](NC(=O)Nc1cc(C(F)(F)F)cc(C(F)(F)F)c1)C(=O)N[C@@H](Cc1cn(C)cn1)C(=O)OC (stereo not given in full),-100*[100 µM],-99*[100 µM],-82*[100 µM],-93*[100 µM],-95*[100 µM],-88*[100 µM],-88*[100 µM],-98*[100 µM]
Cc1cc(N=NC(N)=S)c2ccccc2c1O,78,129,93,93,64,96,94,97
Cc1cc(=O)oc2cc(OCC(O)CNN3C(=O)c4cccc5c(N6CCN(c7ccccc7)CC6)ccc(c45)C3=O)ccc12 (stereo not given),101,115,99,99,80,123,97,103
COc1ccc(Cl)c2ccc(/C=C3\SC(=S)N(CCc4ccc(O)cc4)C3=O)nc12,81,125,93,100,72,91,101,109
O=C(/C=C/CN1CCCCC1)Nc1cc2c(Nc3ccc(F)c(Cl)c3F)ncnc2cc1OCCOC(F)F,6.0*,8.8*,7.3*,28,10,16,11,31
CCOC(=O)c1c(C)nc2[nH]n(-c3ccccc3)c(=O)c2c1-c1ccccc1,86,119,87,96,80,98,99,94
Cc1ccc(O)c(Cc2cccc(Cl)c2)c1,120,106,91,118,85,100,109,105
CC(=O)Oc1csc(N(C(C)=O)c2cc(C(=O)O)cc(C(=O)O)c2)n1,101,105,99,96,93,93,.,89
CCCCSCN1CCN(c2ccc(Cl)cc2)CC1,61,89,99,101,83,109,101,95
CO/N=C/C=C\C(=O)N/C=C/C[C@H]1/C=C/[C@H](O)/C=C\C=C\c2cccc(O)c2C(=O)O1,2.9*,52&54,41&48,-44*,-7.7*!,32&46,19&24,32&33
COc1cc(CNC(=O)/C=C/c2ccccc2)ccc1OCc1cn(-c2cccc(Cl)c2)nn1,84,104,94,96,78,90,92,94
CCOC(=O)C(C)(C)O,98,101,101,105,103,97,109,99
C=CCn1c(SCC(=O)Nc2cccc(C(=O)/C=C/c3ccc(C)cc3C)c2)nc2ccccc2c1=O,80,100,89,93,70,90,98,86
NC(N)=NNCCOc1c(Cl)cccc1Cl,100,106,100,98,78,105,82,95
O=C(CC(c1ccc(Br)cc1)c1cccc2ccccc12)c1ccc(Br)cc1 (stereo not given),77,89,88,94,78,103,84,100
CCC1=Cc2cccc(OC)c2OC12C=Cc1cccc(OC)c1O2 (stereo not given),54,157,94,103,86,99,98,106
COc1ccc(OC)c(-c2c(C#N)c(-c3cccs3)nc3c2c(-c2ccccc2)nn3-c2ccccc2)c1,92,108,99,101,97,97,103,100
CCNC(=O)N1CCc2cc(OC)c(OCCc3ccc(OC)nc3)cc2C1c1ccc(C)cc1C (stereo not given),18,45,31,7.9*,28,21,6.2*,11
Cn1cccc1C(=O)C1C(c2ccc(Cl)cc2)C2CCCN2C12C(=O)Nc1ccccc12 (stereo not given),78,126,90,93,72,90,95,89
C[C@]12CCC(=O)C=C1CC[C@H]1[C@@H]3CC[C@@]4(OCC4=O)[C@@]3(C)C[C@H](O)[C@@]12F,95,99,112,112,81,113,100,101
CCCCCCC/C=C\CCCCCCCCc1nc(-c2cc(OC)c(OC)c(OC)c2)no1,99,107,96,101,89,99,106,107
COc1ccc(C2CC(=O)c3cc(OC)ccc3O2)cc1 (stereo not given),110,104,96,122,86,106,92,97
CC(C)(C)n1cc(-c2ccnc(NCCCNS(=O)(=O)c3cccc4ccccc34)c2)c(-c2cccc(F)c2)n1,94,97,73,64,66,85,71,65
O=Cc1cc([N+](=O)[O-])no1,96,108,105,100,84,92,104,96
Cc1cc(C)c(C2=NO[C@H]3c4ccccc4OC[C@@H]23)c(C)c1,85,118,107,98,96,104,96,.
COc1ccc(OC)c(/C=N\NC(=O)N/N=C/c2cc(OC)ccc2OC)c1,105,95,102,84,77,103,119,89
Cc1ccc(NC(=O)N/N=C/c2c[nH]c3ccccc23)c(C)c1,29,31,16,5.8*,27,12,-18*,9.2*
Cn1ccnc1C(=O)/C=C/c1ccc(CC(=O)Nc2cc(C(F)(F)F)cc(C(F)(F)F)c2)cc1,76,106,67,84,63,65,66,41
C=C(C(N)=O)c1cc(Cl)ccc1Cl,104,.,105,96,82,110,105,98
CCn1cc(C(=O)O)c(=O)c2cc(F)c(N3CCN(S(=O)(=O)c4ccc(OC)c(OC)c4)CC3)cc21,99,100,101,94,62,89,99,106
NC(=O)c1ccc(S(N)(=O)=O)cc1,88,76,102,103,79,103,103,93
COc1ccc2c(c1)CN(CCc1ccccc1)CO2,101,111,106,95,76,106,106,119
COc1ccc(-c2nnc3c(/C=C/c4ccccc4O)nc4ccccc4n23)cc1,63,90,81,127,41,65,71,76
COc1ccc(Nc2nn3c(C)cc(C)nc3c2C(=O)Nc2ccc(C)cc2)c(OC)c1,96,107,98,107,82,100,91,95
Cc1c(C(=O)O)c(=O)n(-c2ccccc2)n1C,98,123,105,91,90,119,113,115
CN(Cc1ccccc1)c1nc(Cl)c(C2CC(c3ccc(F)cc3)=NN2c2ccccc2)s1 (stereo not given),74,123,101,97,87,89,94,100
COc1ccc(/C=C/c2c(C(C)=O)c(=O)[nH]c3ccccc23)cc1,74,105,85,93,55,77,92,85
CC(C)(C)c1ccc(S(=O)(=O)c2ccc(C(C)(C)C)cc2)cc1,91,95,98,108,80,98,100,101
O=c1cc(-c2ccccc2)nc(SCc2nc3cc(Cl)c(Cl)cc3[nH]2)[nH]1,93,104,105,102,82,101,97,100

# New compounds follow.
SMILES,CAKI-1,TK-10,SN12C,SF-295,UO-31,SF-268,786-0,U251
C=C(C)[C@@H]1CC[C@]2(C(=O)O)CC[C@]3(C)[C@H](CC[C@@H]4[C@@]5(C)C[C@@H](CC#Cc6ccccn6)[C@H](O)C(C)(C)[C@@H]5CC[C@]43C)[C@@H]12,69,100,83,84,73,85,88,94
COc1cc(C2CC(=O)c3ccccc3N2)cc(OC)c1OC (stereo not given),93,105,92,92,92,104,102,88
Nc1cc(N)nc(SCC(=O)Nc2nc(-c3ccccc3)cs2)n1,79,95,98,75,68,84,89,88
COc1cc(-c2nc3c(ncc4ccc(=O)n(-c5ccccc5)c43)s2)cc(OC)c1OC,67,54,74,90,25,69,47,80
COc1cc(C(=O)N2CCN(c3ccccc3)CC2)c2ccccc2n1,36,57,37,7.6*,45,43,26,11
CC(C)(CO)C(O)C(=O)NCCS(=O)(=O)Nc1ccc(Cl)cc1 (stereo not given),85,92,99,106,94,102,105,89
S=c1[nH]c2ccccc2c2[nH]c3ccccc3c12,85,132,103,106,91,101,111,99
CC(C)(C)c1ccc(S(=O)(=O)OCC(=O)Nc2cccc(C(=O)O)c2O)cc1,63,126,104,113,88,98,102,101
Nc1ccc(S(=O)(=O)Nc2cc(I)cc(I)c2)cc1,.,107,115,113,100,108,96,106
CCOC(=O)c1cc(C(=O)c2cc(OC)c(OC)c(OC)c2)n2nc(-c3ccc(Cl)cc3)ccc12,.,134,101,109,85,94,99,95
CCSc1nnc(NC(=O)Cc2ccc(Cl)cc2)s1,102,113,105,98,40,110,100,99
CCN1C(=O)N(CC)C2Nn3c(s/c(=C4\C(=O)N(C)c5ccccc54)c3=O)=NC21 (stereo not given),36,8.8*,43,52,49,56,28,40

# Structural class: the compounds so far with four or more nitrogen atoms (21)
SMILES,CAKI-1,TK-10,SN12C,SF-295,UO-31,SF-268,786-0,U251
COc1ccc(C2C3=C(NC(C)(C)NC3Nc3cccnc3)OC2C(=O)c2ccc(N=[N+]=[N-])cc2)cc1 (stereo not given),98,98,100,104,78,100,106,102
CSC(=Nc1ccc([N+](=O)[O-])cc1C#N)NC(=O)c1ccccc1,96,118,101,92,91,96,99,98
O=C(COc1ccc(NC(=O)Nc2ccc(Cl)cc2)cc1)N/N=C/c1ccccc1O,90,95,94,97,89,125,101,96
Nc1nnc(CSCc2ccc([N+](=O)[O-])cc2)s1,89,96,96,96,79,95,96,91
CN1CCCN(Cc2ccc(C(=O)Nc3cccc(Nc4ccc5cc(O)ccc5n4)c3)cc2C(F)(F)F)CC1,75,134,87,-68*,92,62,8.4*,34
COC1=C(N=[N+]=[N-])C(=O)C(OC)=C(N=[N+]=[N-])C1=O,91,137,101,90,93,117,101,.
CCC(C)[C@H](NC(=O)Nc1cc(C(F)(F)F)cc(C(F)(F)F)c1)C(=O)N[C@@H](Cc1cn(C)cn1)C(=O)OC (stereo not given in full),-100*[100 µM],-99*[100 µM],-82*[100 µM],-93*[100 µM],-95*[100 µM],-88*[100 µM],-88*[100 µM],-98*[100 µM]
Cc1cc(=O)oc2cc(OCC(O)CNN3C(=O)c4cccc5c(N6CCN(c7ccccc7)CC6)ccc(c45)C3=O)ccc12 (stereo not given),101,115,99,99,80,123,97,103
O=C(/C=C/CN1CCCCC1)Nc1cc2c(Nc3ccc(F)c(Cl)c3F)ncnc2cc1OCCOC(F)F,6.0*,8.8*,7.3*,28,10,16,11,31
COc1cc(CNC(=O)/C=C/c2ccccc2)ccc1OCc1cn(-c2cccc(Cl)c2)nn1,84,104,94,96,78,90,92,94
NC(N)=NNCCOc1c(Cl)cccc1Cl,100,106,100,98,78,105,82,95
COc1ccc(OC)c(-c2c(C#N)c(-c3cccs3)nc3c2c(-c2ccccc2)nn3-c2ccccc2)c1,92,108,99,101,97,97,103,100
CC(C)(C)n1cc(-c2ccnc(NCCCNS(=O)(=O)c3cccc4ccccc34)c2)c(-c2cccc(F)c2)n1,94,97,73,64,66,85,71,65
COc1ccc(OC)c(/C=N\NC(=O)N/N=C/c2cc(OC)ccc2OC)c1,105,95,102,84,77,103,119,89
Cc1ccc(NC(=O)N/N=C/c2c[nH]c3ccccc23)c(C)c1,29,31,16,5.8*,27,12,-18*,9.2*
COc1ccc(-c2nnc3c(/C=C/c4ccccc4O)nc4ccccc4n23)cc1,63,90,81,127,41,65,71,76
COc1ccc(Nc2nn3c(C)cc(C)nc3c2C(=O)Nc2ccc(C)cc2)c(OC)c1,96,107,98,107,82,100,91,95
CN(Cc1ccccc1)c1nc(Cl)c(C2CC(c3ccc(F)cc3)=NN2c2ccccc2)s1 (stereo not given),74,123,101,97,87,89,94,100
O=c1cc(-c2ccccc2)nc(SCc2nc3cc(Cl)c(Cl)cc3[nH]2)[nH]1,93,104,105,102,82,101,97,100
Nc1cc(N)nc(SCC(=O)Nc2nc(-c3ccccc3)cs2)n1,79,95,98,75,68,84,89,88
CCN1C(=O)N(CC)C2Nn3c(s/c(=C4\C(=O)N(C)c5ccccc54)c3=O)=NC21 (stereo not given),36,8.8*,43,52,49,56,28,40
